Compound activity: PubChem BioAssay, The Scripps Research Institute Molecular Screening Center
CTSL1 counter: Fasciola hepatica cathepsin L1 inhibitors, primary screen, counter-screen for PFM18AAP inhibitor project, biochemical, QFRET, fluorogenic peptide substrate. AID 1906, 2009. 0.49% of 300,000 active. recombinant F. hepatica cathepsin L1, Z-Leu-Arg-MCA fluorescence. inhibition, % at 5.96 µM;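 active means inhibition above the mean of all tested compounds plus 3 SD, set per screening campaign, cut at about 17% in these data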;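 further: 0% = plate median of test compound wells and 100% = 1 µM Z-Phe-Ala-diazomethylketone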
procasp7 counter: procaspase-7 activators, primary screen, counter-screen for procaspase-3 activator project, biochemical, absorbance, HTS, human; Caspase-7 (Homo sapiens), P55210; recombinant procaspase-7, Ac-DEVD-pNA absorbance 405 nm; D23A/D198A/D206A triple mutant, cannot self-cleave; scale: DMSO 0, 5 µM enzyme 100; activation, % at 8.5 µM; 0.093% of 330,000 active; AID 463210, 2010;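 active means percent activation above the screen-wide mean plus 3 SD, cut at about 25% in these data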
Target sequence (P55210 whole entry D23A/D198A/D206A): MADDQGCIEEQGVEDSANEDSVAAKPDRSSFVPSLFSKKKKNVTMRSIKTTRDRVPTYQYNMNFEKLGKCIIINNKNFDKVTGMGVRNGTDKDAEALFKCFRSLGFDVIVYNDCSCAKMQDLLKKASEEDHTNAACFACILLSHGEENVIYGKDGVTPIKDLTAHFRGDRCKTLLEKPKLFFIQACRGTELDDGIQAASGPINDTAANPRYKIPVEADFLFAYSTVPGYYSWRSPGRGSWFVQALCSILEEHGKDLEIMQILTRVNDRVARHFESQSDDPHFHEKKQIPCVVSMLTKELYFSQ
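buffer or medium = Zinc-free HEPES/NaCl buffer, pH 7.4 | material = Procaspase-7 triple mutant (PC-7 D3A) | input = 2 µM procaspase-7 mutant as dispensed | signal = Epi-absorbance of released pNA at 405 nm, two timepoints | timing = 1 h preincubation, 2 h reaction | replicates = singlicate compound testing | evaluation = % activation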
TPT1 inh: Candida albicans TPT1 enzyme inhibitors, primary screen, biochemical, fluorescence polarization; recombinant caTPT1, FP RNA substrate dephosphorylation; 0.81% of 300,000 active; inhibition, % at 5 µM;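 active means inhibition above the mean of all tested compounds plus 3 SD, set per screening campaign, cut at about 24% in these data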;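 further: plate controls were DMSO alone for no effect and ferristatin control at 100 nM for full effect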
PP1 counter: PP1-alpha phosphatase inhibitors, primary screen, counter-screen for PP5 inhibitor project, biochemical, fluorescence, OMFP substrate, single point. inhibition, % at 6.7 µM. purified PP1alpha. 0.9% of 320,000 active. Serine/threonine-protein phosphatase PP1-alpha catalytic subunit (Homo sapiens), P62136;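 active means inhibition above the mean inhibition of all tested compounds plus 3 SD, computed separately for each screening campaign, cut at about 15% in these data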
Target sequence (P62136 whole entry, looked up): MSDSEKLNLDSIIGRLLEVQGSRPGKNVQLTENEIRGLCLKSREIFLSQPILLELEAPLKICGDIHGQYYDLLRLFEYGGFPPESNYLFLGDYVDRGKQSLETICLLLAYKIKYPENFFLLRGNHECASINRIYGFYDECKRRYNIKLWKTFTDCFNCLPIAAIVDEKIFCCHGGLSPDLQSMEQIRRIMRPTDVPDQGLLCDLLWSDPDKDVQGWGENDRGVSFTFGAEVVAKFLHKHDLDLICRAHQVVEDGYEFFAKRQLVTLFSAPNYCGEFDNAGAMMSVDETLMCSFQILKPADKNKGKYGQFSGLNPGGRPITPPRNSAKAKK
procasp3 activ: activators of human procaspase-3 D3A mutant, primary screen, biochemical, absorbance, PC-3 D3A mutant, single concentration; activation, % at 8.5 µM; 0.11% of 330,000 active; recombinant procaspase-3 D3A, Ac-DEVD-pNA absorbance 405 nm; AID 463141, 2010;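 active means activation above the mean of all tested compounds plus 3 SD, cut at about 21% in these data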;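 further: 0% = DMSO alone and 100% = DMSO wells spiked with extra 5 µM PC-3 D3A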
Target sequence (P42574 whole entry D9A/D28A/D175A): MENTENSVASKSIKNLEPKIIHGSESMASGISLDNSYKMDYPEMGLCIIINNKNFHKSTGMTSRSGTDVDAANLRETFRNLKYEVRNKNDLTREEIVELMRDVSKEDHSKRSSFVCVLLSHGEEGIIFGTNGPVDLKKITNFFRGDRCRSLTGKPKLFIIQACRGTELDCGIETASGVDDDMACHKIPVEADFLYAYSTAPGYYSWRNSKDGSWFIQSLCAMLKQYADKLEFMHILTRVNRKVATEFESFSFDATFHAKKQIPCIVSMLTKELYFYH
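Assay system – Procaspase-3 D3A mutant · Benchmarks – DMSO low control, extra-enzyme high control · Technique – 405 nm absorbance of p-nitroaniline, reads at 0 and 120 min · Doses – 8.5 µM nominal · Measure – % activation between DMSO and enzyme-spiked controls · Also added – Ac-DEVD-pNA chromogenic peptide substrate · Schedule – 1 h compound preincubation, 2 h substrate hydrolysis at 25 °C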
HCV core dimer: inhibitors of HCV core protein dimerization, primary screen, biochemical, TR-FRET, high-throughput; TR-FRET GST/Flag-core106 dimerization, 1536-well; inhibition, % at 5 µM; 0.33% of 300,000 active; AID 1899, 2009;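 active means inhibition above the mean of all tested compounds plus 3 SD, set per screening campaign, cut at about 45% in these data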
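assay system = GST-tagged and Flag-tagged HCV core protein residues 1-106 | controls = unlabelled core106 and no-GST-core106 wells | incubation = compound-protein-antibody incubation 4 h at 22.5 °C | probe or stimulus = Eu donor and XL665 acceptor anti-tag antibodies | read-out = % inhibition based on acceptor/donor emission ratio | signal = TR-FRET 671 and 617 nm emission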
AHR activator: AHR activators, primary screen, cell-based, luminescence, luciferase reporter, human. 2.5% of 320,000 active. AHR-responsive luciferase reporter cells. activation, % at 5 µM. Aryl hydrocarbon receptor (Homo sapiens), P35869; in the data active means activation above about 47%;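 further: 0% = vehicle wells and 100% = reference agonist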
PP5 primary: PP5 phosphatase inhibitors, primary screen, biochemical, fluorescence; purified PP5c, OMFP substrate fluorescence; inhibition, % at 6.7 µM; 0.18% of 320,000 active; AID 1987, 2009;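 active means inhibition above the campaign's mean inhibition across all tested compounds plus 3 SD, cut at about 9.5% in these data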;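 further: 0% = DMSO only and 100% = 100 µM cantharidin control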
PAFAH2 inh: PAFAH2 enzyme inhibitors, primary screen, biochemical, fluorescence polarization, human; AID 492956, 2010; 0.99% of 340,000 active; inhibition, % at 3.39 µM; Platelet-activating factor acetylhydrolase 2, cytoplasmic (Homo sapiens), Q99487; recombinant PAFAH2, FP-rhodamine activity probe;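 active means inhibition above the mean over all tested compounds plus 3 SD, cut at about 30% in these data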;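 further: inhibitors block probe labeling of enzyme so polarization drops; 0% = enzyme with DMSO and 100% = wells lacking PAFAH2 protein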
* marks the source's active call; other numbers are inactive results; . = no result given.

SMILES	CTSL1 counter	procasp7 counter	TPT1 inh	PP1 counter	procasp3 activ	HCV core dimer	AHR activator	PP5 primary	PAFAH2 inh
COc1cccc(C(=O)N(c2ccccc2)C2C=CS(=O)(=O)C2)c1 (stereo not drawn)	-3	10	3	0	1	4	-3	-0.6	0
CCC(=O)n1nc(-c2ccc(OC)cc2)nc1N	8	8	-2	-3	0	-4	3	-1.5	11
CCn1c(SCC(=O)NCc2ccc3c(c2)OCO3)nnc1-c1ccco1	1	9	-1	-2	0	3	-3	-1.8	10
CC(=O)Nc1ccc(/C=C(\C#N)S(=O)(=O)c2ccc(C)cc2)cc1	.	16	.	.	-2	.	-1	.	9
COc1ccccc1CNCC(=O)Nc1cc(S(=O)(=O)N2CCCCCC2)ccc1Cl	1	3	-2	-2	2	3	-2	0.6	5
CC(C)NC(=S)NC(=O)c1ccc(Cl)cc1Cl	0	3	1	1	11	-5	0	4.9	0
O=C(CSc1nnc(Cc2cccs2)n1-c1ccccc1)NCc1ccc2c(c1)OCO2	2	10	-2	2	9	2	2	0.8	-8
CC(=O)Nc1sc2c(c1-c1nc3ccccc3s1)CN(C(C)C)CC2	.	-15	.	.	-15	.	74*	.	6
COc1ccc(C(C(=O)NC2CCCC2)N(C(=O)c2ccoc2C)c2ccc(C)cc2)cc1 (stereo not drawn)	2	0	0	-1	9	6	1	0.6	-2
CCOC(=O)c1cn(Cc2ccc(Cl)cc2Cl)c2cc(C)nn2c1=O	-4	4	-4	0	-3	-3	-1	0.9	4
Cc1ccccc1C(=O)N1CCC(C(=O)O)CC1	2	10	-4	-3	-5	-4	0	0.2	-2
Cc1c(NC(=O)c2cccc(NC(=O)COc3ccccc3)c2)c(=O)n(-c2ccccc2)n1C	.	-3	.	2	3	.	2	-0.2	2
CC(C)(C)C1(C)OC(=O)C(=Cc2ccc(OCC(=O)Nc3ccccc3)cc2)C(=O)O1 (stereo not drawn)	-1	2	2	1	4	-3	-2	2.9	-7
COc1ccccc1OCCCOc1ccc(C)cc1Br	0	-7	3	-6	6	-10	40	2.8	3
Cc1ccc2c(c1)N(C(=O)CCC(=O)NCc1cccnc1)CC(C)O2 (stereo not drawn)	1	1	-1	-4	-6	-11	7	1.9	2

Entries of single compounds from above. Order of screens: CTSL1 counter	procasp7 counter	TPT1 inh	PP1 counter	procasp3 activ	HCV core dimer	AHR activator	PP5 primary	PAFAH2 inh
Entry for CC(C)(C)C1(C)OC(=O)C(=Cc2ccc(OCC(=O)Nc3ccccc3)cc2)C(=O)O1 (stereo not drawn) = -1	2	2	1	4	-3	-2	2.9	-7
Entry for Cc1c(NC(=O)c2cccc(NC(=O)COc3ccccc3)c2)c(=O)n(-c2ccccc2)n1C = .	-3	.	2	3	.	2	-0.2	2
Entry for CCn1c(SCC(=O)NCc2ccc3c(c2)OCO3)nnc1-c1ccco1 = 1	9	-1	-2	0	3	-3	-1.8	10
Entry for COc1ccccc1OCCCOc1ccc(C)cc1Br = 0	-7	3	-6	6	-10	40	2.8	3
Entry for Cc1ccc2c(c1)N(C(=O)CCC(=O)NCc1cccnc1)CC(C)O2 (stereo not drawn) = 1	1	-1	-4	-6	-11	7	1.9	2

Not a retest: an excerpt of the list.
SMILES	CTSL1 counter	procasp7 counter	TPT1 inh	PP1 counter	procasp3 activ	HCV core dimer	AHR activator	PP5 primary	PAFAH2 inh
COc1cccc(C(=O)N(c2ccccc2)C2C=CS(=O)(=O)C2)c1 (stereo not drawn)	-3	10	3	0	1	4	-3	-0.6	0
CCC(=O)n1nc(-c2ccc(OC)cc2)nc1N	8	8	-2	-3	0	-4	3	-1.5	11
CCn1c(SCC(=O)NCc2ccc3c(c2)OCO3)nnc1-c1ccco1	1	9	-1	-2	0	3	-3	-1.8	10
CC(=O)Nc1ccc(/C=C(\C#N)S(=O)(=O)c2ccc(C)cc2)cc1	.	16	.	.	-2	.	-1	.	9

More results follow:
SMILES	CTSL1 counter	procasp7 counter	TPT1 inh	PP1 counter	procasp3 activ	HCV core dimer	AHR activator	PP5 primary	PAFAH2 inh
COc1cccc(C(=O)Nc2nc3c(s2)CN(C)CC3)c1	-4	6	14	0	1	-7	40	1.9	-10
COc1ccc(CCNC(=O)CSc2nc3[nH]c(=O)cc(O)c3s2)cc1	.	-32	.	3	-16	.	1	-0.2	2
CCC(=O)NC(=S)Nc1ccc2oc(-c3ccc(OC)cc3)nc2c1	-4	-1	-2	-7	5	12	15	1.8	-6
CCOc1cc(/C=C2\C(=O)N(c3cccc(C(F)(F)F)c3)C(=O)c3ccccc32)ccc1O	3	-1	-6	-2	-1	-3	3	0.0	-3
COc1cc(NC(=O)C2CCN(c3cnccn3)CC2)cc(OC)c1	-6	10	1	-1	5	-6	6	0.7	-7
CCOc1ccc(C2CC(c3ccc(OC)cc3)n3ncnc3N2)cc1 (stereo not drawn)	18*	9	1	-2	10	6	5	2.2	0
CC(=O)Nc1ccc(N)cc1	.	3	.	-1	-1	.	-1	-0.2	2
COc1ccc(NC(=O)Cc2nnc(SCC(=O)Nc3nccs3)n2C)cc1	-1	-1	0	2	8	8	4	1.9	4
Clc1ccc(-n2cc(-c3ccc(Br)cc3)[n+]3c2CCCCC3)cc1	-1	4	0	1	3	-4	0	-0.3	-10
Cc1ccc(S(=O)(=O)NCCC(=O)OCC(=O)N(Cc2ccccc2)C(C)(C)C)cc1	-11	7	-1	-1	3	6	3	2.3	-1
Cc1c(N2C(=O)/C(=C/c3cccc4ccccc34)SC2=S)c(=O)n(-c2ccccc2)n1C	4	-9	4	2	-11	12	0	0.1	3
CCN(CC(=O)NC(C)(C)C)C(=O)CCl	20*	1	-1	0	-9	-5	-2	-1.9	-4
COC(=O)C1=C(C)N(C)C(C)=C(C(=O)OC)C1c1ccncc1	-5	13	0	-2	-1	0	1	-2.1	-3
CC1CN(Cc2c(O)ccc3c(=O)c(-c4ccccc4)coc23)CC(C)O1 (stereo not drawn)	-3	9	-2	-1	14	8	13	3.9	-5
CC(C)(O)C(=O)NNC(=S)NCc1ccco1	2	4	-5	0	6	-1	-1	-0.9	0
CC(Oc1ccc2ccc(=O)oc2c1)C(=O)NCCN1CCOCC1 (stereo not drawn)	3	3	1	-4	0	-1	0	2.6	15
CCCCn1nc(NC(=O)c2cccs2)c2cc3cc(OC)ccc3nc21	3	-20	1	0	-26	-2	50*	5.4	-8
S=C(NCC1CCCO1)Nc1cccc(Cl)c1 (stereo not drawn)	4	-4	-3	0	7	-1	2	1.3	4
COc1cccc(NC(=O)Nc2ccccc2SC)c1	0	11	-1	4	4	2	23	0.0	3
O=C(COC(=O)c1cccnc1SC(F)F)NC1CC1	.	0	.	-3	-4	.	-1	0.6	-3
COc1ccc(NS(=O)(=O)c2ccc(Oc3cccc(C(=O)O)c3)cc2)cc1	-2	-3	-6	1	-4	3	-2	2.2	7
Cc1ccc(-c2cnc(NC(=O)CCC(=O)N(C)Cc3ccccc3)n2C)cc1	0	6	-1	-4	14	0	21	1.9	-8
CCn1c(=O)n(CC)c2cc(N3CCCC3)c(NC(=O)c3ccccc3OC)cc21	4	-1	-1	4	-7	-5	1	2.2	3
Cn1c(=O)c2sccc2n(Cc2ccc(Br)cc2)c1=O	1	6	0	1	1	0	3	3.2	-5
O=S1(=O)CC(O)C(NCc2ccco2)C1 (stereo not drawn)	-2	-7	-3	-5	9	-1	-1	-1.3	-6
COc1ccc(-c2nc(CS(=O)(=O)CC(=O)Nc3cccc(C(C)=O)c3)c(C)o2)cc1	-2	10	5	6	7	3	-1	3.6	-6
CS(=O)(=O)N1CCC(C(=O)Nc2ccc(F)cc2)CC1	-1	-6	-4	-3	5	9	-3	-1.7	1
O=C(Nc1cc(C(F)(F)F)ccc1N1CCCCC1)c1ccco1	4	10	-3	-5	-3	5	-1	0.6	-3
COc1ccc(C(=O)O/N=C(\C)c2ccccc2)cc1	5	2	1	1	4	6	1	-0.8	62*
O=C(NCCC(=O)N(Cc1ccco1)Cc1cccs1)c1ccccc1Cl	.	-12	.	-2	-4	.	1	2.6	4
COc1ccc(-c2cn[nH]c2-c2ccc(O)cc2O)cc1	2	-4	1	-1	3	3	26	4.2	-3
COc1ccc(CN2C(=O)C(Cc3ccccc3)Nc3ncnc(N4CCCCC4)c32)cc1 (stereo not drawn)	3	-1	1	6	5	19	3	2.6	-8
O=C(NC1CSC/C1=N\O)c1ccccc1 (stereo not drawn)	1	0	-1	0	4	-2	-5	1.9	4
CC(C)C[C@H](N)c1nnc(S(=O)(=O)Cc2cccc(F)c2)o1	72*	-22	-1	2	-16	-4	0	0.2	-1
O=C(C1CCCN(c2ncnc3c2nc2n3CCCCC2)C1)N1CCN(c2ccccc2F)CC1 (stereo not drawn)	0	4	1	-2	5	8	0	-0.6	-2
O=S(=O)(NCc1ccc(Cl)cc1)c1cnc[nH]1	-1	-3	-6	0	6	1	0	0.3	-10
CCOc1ccc(C(=O)CC(NCc2cccs2)C(=O)O)cc1 (stereo not drawn)	0	-31	-1	0	-37	1	0	-0.6	-9
Cc1ccc(NC(=S)NCCC(c2ccccc2)c2ccccc2)c(C)c1	2	0	1	2	9	10	2	1.1	-3
O=C(CCNS(=O)(=O)c1cccc2nsnc12)Nc1ccc2c(c1)OCCO2	-5	10	1	3	-4	0	13	-0.3	-7
NC(=O)NS(=O)(=O)Oc1ccccc1	-2	0	-2	-1	0	13	-3	1.6	8
CCc1ccccc1NC(=O)CN1CCN(C(=O)CNC(=O)c2ccccc2F)CC1	.	-9	.	2	-2	.	2	3.2	-7
NC(=O)c1ccc(NC(=O)COC(=O)c2c3c(nc4ccccc24)/C(=C\c2cccs2)CCC3)cc1	3	7	4	-2	-3	19	-3	3.1	-26
COc1ccc(C2/C(=C(/O)c3ccc(C)cc3)C(=O)C(=O)N2CC2CCCO2)cc1OC (stereo not drawn)	1	-7	0	-1	-4	5	-2	-2.9	6
